Bioassay records deposited in PubChem by several laboratories.
CSN inh – blocks human CSN-mediated cullin deneddylation | actives 0.38% (n = 360,000) | inhibition, % at 12.5 µM | Purified CSN, SCF-Nedd8-OG deneddylation, fluorescence polarization | AID 651999;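 active = pattern-corrected inhibition above about 35%, with an unprinted fluorescence ratio check between 0.5 and 1.5, limit read from the data, passing the limit was not always enough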;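 note: 0% = enzyme with substrate and 100% = substrate without enzyme; some results filed as inactive read as strong as hits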
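Test system: purified human Csn5 enzyme expressed in HEK293T cells. Amount: 0.24 nM enzyme. Reagent: SCFSkp2-Nedd8OG substrate at 10 nM final. Schedule: 90 min incubation of compound, enzyme and substrate at room temperature. Detection: fluorescence polarization. Read-out: % inhibition of substrate cleavage by Csn5.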
DNMT1 inh – blocks human DNA methyltransferase DNMT1; P26358; DNMT1 molecular beacon, Hinp1I cleavage, fluorescence; inhibition (reported as % activation of signal), % at 10 µM; actives 0.83% (n = 360,000); in the data active = inhibition above about 50%
LMPTP inh – LMPTP (human) inhibition; P24666; recombinant LMPTP-A, OMFP fluorogenic substrate, fluorescence intensity; inhibition, % at 20 µM; actives 0.22% (n = 360,000);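 active = compounds that cut the enzyme signal by at least half of the control window in the single-dose screen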;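 note: plate controls were DMSO wells with enzyme plus substrate for no effect and substrate without enzyme for full effect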
Target sequence (P24666 whole entry, looked up): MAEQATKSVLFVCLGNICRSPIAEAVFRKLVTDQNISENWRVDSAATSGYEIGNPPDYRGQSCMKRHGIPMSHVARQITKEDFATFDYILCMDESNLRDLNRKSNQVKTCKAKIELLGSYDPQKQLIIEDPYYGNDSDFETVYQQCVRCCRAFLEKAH
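Buffer or medium: Bis-Tris pH 6.0, DTT, detergent; Assay system: LMPTP-A enzyme; Quantity: 0.625 nM enzyme; Detection: endpoint fluorescence intensity; Times: 50 min dark incubation at room temperature; Controls: substrate-only low control, DMSO enzyme-plus-substrate high control; Doses: single 20 µM dose; Read-out: percent inhibition versus substrate-only and uninhibited controls; Reagent: 400 µM OMFP.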
NadD block – NadD (S. aureus) enzyme inhibition | purified NadD enzyme, colorimetric absorbance read-out | inhibition, % at 20 µM | actives 0.78% (n = 360,000) | AID 602399; in the data active = inhibition above about 26%; note: some compounds past the cut are filed as inactive
Rpn11 inh – Rpn11 (human) deubiquitinase inhibition; O00487; calls only at 20 µM; AID 588493; human 26S proteasome, Ub4-pepOG fluorescence polarization; 20S core pre-blocked with epoxomicin; actives 0.59% (n = 360,000);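 active = inhibition at 20 µM, scaled to each plate's controls, above about 33%, limit read from the data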
Scp1 inh – inhibitors of human Scp-1 phosphatase | Q9GZU7 | Recombinant Scp1, phosphopeptide, malachite green phosphate absorbance | inhibition, % at 20 µM | actives 0.88% (n = 340,000);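 active = inhibition above about 50% at 20 µM, limit read from the data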;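 note: plate controls were DMSO wells with enzyme for no effect and wells lacking enzyme for full effect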
Target sequence (Q9GZU7 76-261 limits assumed): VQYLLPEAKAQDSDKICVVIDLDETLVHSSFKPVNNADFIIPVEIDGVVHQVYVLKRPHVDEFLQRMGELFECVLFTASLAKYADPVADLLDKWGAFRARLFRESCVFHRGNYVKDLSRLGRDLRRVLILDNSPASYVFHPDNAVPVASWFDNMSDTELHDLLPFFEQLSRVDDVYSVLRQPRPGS
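Test system: SCP-1 phosphatase catalytic domain, residues 76-261; measured by: colorimetric phosphate reagent with accelerator and stabiliser, absorbance at 630 nm; timing: enzyme reaction 45 min at room temperature, colour 5 min, stabilisation 30 min; also added: Phosphorylated 17-residue peptide substrate; compound dosing: one concentration, 20 µM, with 1.0% DMSO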
STEP inh – blocks human striatal-enriched tyrosine phosphatase. P54829. recombinant STEP, OMFP fluorogenic substrate, fluorescence. actives 0.25% (n = 360,000). inhibition, % at 20 µM;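 active = inhibition at 20 µM, scaled per plate between control wells, above about 37%, limit read from the data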;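 note: 0% = DMSO with enzyme and substrate and 100% = substrate only without enzyme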
Target sequence (P54829 whole entry, looked up): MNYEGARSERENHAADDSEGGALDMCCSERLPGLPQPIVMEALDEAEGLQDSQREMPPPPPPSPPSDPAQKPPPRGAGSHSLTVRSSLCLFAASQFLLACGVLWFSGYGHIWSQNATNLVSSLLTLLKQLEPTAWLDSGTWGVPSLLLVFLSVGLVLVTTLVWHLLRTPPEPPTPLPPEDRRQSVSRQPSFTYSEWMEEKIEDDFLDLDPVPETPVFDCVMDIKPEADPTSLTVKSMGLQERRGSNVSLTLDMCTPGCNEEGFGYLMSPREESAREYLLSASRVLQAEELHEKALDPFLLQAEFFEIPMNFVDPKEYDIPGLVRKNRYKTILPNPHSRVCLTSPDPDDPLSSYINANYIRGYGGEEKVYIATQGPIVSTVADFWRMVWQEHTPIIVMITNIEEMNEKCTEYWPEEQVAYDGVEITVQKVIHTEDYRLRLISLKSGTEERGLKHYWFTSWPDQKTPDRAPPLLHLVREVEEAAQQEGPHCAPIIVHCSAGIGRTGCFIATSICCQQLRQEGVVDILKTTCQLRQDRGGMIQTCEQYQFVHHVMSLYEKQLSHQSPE
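material = STEP tyrosine phosphatase | reagent = fluorogenic phosphatase substrate OMFP at 25 µM final | doses = single compound dose of 20 µM, 1% DMSO final | schedule = 20 min reaction, room temperature, in the dark | measured by = fluorescence, 480/540 nm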
Tb MetRS inh – blocks T. brucei methionyl-tRNA synthetase activity. purified T. brucei MetRS, ATP depletion, Kinase-Glo luminescence. inhibition, % at 11.9 µM. actives 0.4% (n = 360,000). AID 624268;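 active = inhibition above a per-plate cutoff of the control wells' mean inhibition plus 3 SD, cut at about 5.5% in these data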;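 note: 0% = DMSO wells median and 100% = median of wells with control inhibitor compound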
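Measured by: Kinase-Glo luciferase luminescence reporting remaining unconsumed ATP. Material: purified T. brucei MetRS enzyme. Doses: 11.9 µM compound single dose, 0.9% DMSO. Medium: HEPES buffer containing pyrophosphatase, BSA, spermine, DTT. Times: 15 min preincubation, 2 h reaction, all 25 °C. Reagent: methionine, ATP and bulk E. coli tRNA.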
SUMO1-SIM PPI – modulators of human SUMO1-mediated protein-protein interactions; P63165; SUMO1 binding to a labelled peptide, TR-FRET, 1 h; inhibition, % at 20 µM; actives 0.33% (n = 360,000); AID 602429; in the data active = inhibition above about 37%
MsrA inhibitor – inhibits bovine methionine sulfoxide reductase A. purified bovine MsrA, absorbance read-out. inhibition, % at 15.5 µM. actives 0.75% (n = 360,000); in the data active = inhibition above about 4.5%;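 note: 0% = vehicle wells with enzyme and 100% = reference inhibitor wells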
* hit, by the source's call; i = inactive; . = no result given.

cpd	structure	CSN inh	DNMT1 inh	LMPTP inh	NadD block	Rpn11 inh
1	COc1ccc(F)cc1CN1CCN(C(=O)CCC(=O)Nc2nnc(C3CCCCC3)s2)CC1	7	1	0.8	2	i
2	COc1ccc2[nH]c(C)c(CCN3C(=O)C4C5C=CC(C5)C4C3=O)c2c1 (centres undefined)	3	82*	0.5	2	i
3	C/C=C/c1ccc(OC(C)=O)c(OC)c1	-1	2	-0.3	-1	i
4	Cc1ccc2c(c1)-c1c(cnn1CC(=O)Nc1ccccc1N1CCN(C)CC1)CO2	3	5	-0.6	-8	i
5	CCOc1cc(N2CCOCC2)c(OCC)cc1NC(=O)COC(=O)CCOc1cc(C)ccc1C	-4	0	1.4	1	i
6	O=C(CN1CCCCCC1)Nc1ccc([N+](=O)[O-])cc1Cl	0	-1	0.2	4	i
7	C/C(=N\NC(=O)c1nc2ccccn2c1C)c1ccc2c(c1)OCO2	-16	3	-0.4	-1	i
8	COc1cccc(C(=O)CSc2nnnn2C)c1	2	1	-1.4	-4	i
9	C=CCN(CC=C)S(=O)(=O)c1ccc(C(=O)Nc2nnc(CSC)o2)cc1	-6	-1	-0.7	23	i
10	O=C(CCCn1c(SCC(=O)c2ccc(F)cc2)nc2ccccc2c1=O)NCc1ccccc1	-2	0	1.0	4	i

cpd	Scp1 inh	STEP inh	Tb MetRS inh	SUMO1-SIM PPI	MsrA inhibitor
1	-1	-3	-0.5	0	-0.3
2	-16	-2	0.4	0	1.1
3	2	1	-0.3	3	0.0
4	-1	-4	-1.2	1	-0.1
5	-1	3	-0.5	7	0.4
6	-14	-2	0.8	-25	0.2
7	7	0	-1.1	-3	-0.1
8	0	-1	-0.8	-1	-0.9
9	-7	1	-0.7	-2	-0.6
10	-9	2	0.2	3	0.8

Single records (already shown). Order of screens: CSN inh | DNMT1 inh | LMPTP inh | NadD block | Rpn11 inh | Scp1 inh | STEP inh | Tb MetRS inh | SUMO1-SIM PPI | MsrA inhibitor
C=CCN(CC=C)S(=O)(=O)c1ccc(C(=O)Nc2nnc(CSC)o2)cc1 is listed with -6 | -1 | -0.7 | 23 | i | -7 | 1 | -0.7 | -2 | -0.6
C/C=C/c1ccc(OC(C)=O)c(OC)c1 is listed with -1 | 2 | -0.3 | -1 | i | 2 | 1 | -0.3 | 3 | 0.0

(continued)
cpd	structure	CSN inh	DNMT1 inh	LMPTP inh	NadD block	Rpn11 inh
11	CN(C1CCCCC1)S(=O)(=O)c1ccc2[nH]c(=O)oc2c1	3	4	-0.7	-4	i
12	CCCc1cc(-c2n[nH]c(=S)n2-c2cccc(C)c2)cs1	-6	1	2.1	8	i
13	CCOc1ccc(CN(Cc2ccco2)S(=O)(=O)c2ccc(-n3cnnn3)c(OC)c2)cc1	0	-6	2.2	1	i
14	COC(=O)C(OC(=O)c1ccc(OC)cc1)C(=O)OC	-1	3	-1.1	-3	i
15	COc1cccc(-c2nn(C)c3sc(C(=O)Nc4ccc5c(c4)OCCO5)cc23)c1	-1	-12	6.6	1	i
16	Nc1cccc(NC(=O)c2ccco2)c1	2	0	1.1	5	i
17	Cc1ccc(-c2nc3[nH]c(=O)cc(NC(=O)c4cccs4)n3n2)cc1	1	4	0.2	3	i
18	Cc1noc(C)c1CN1C(=O)NC(Cc2ccccc2)(Cc2ccccc2)C1=O	-3	-2	-1.1	0	i
19	COc1cc2c(cc1NC(=O)CSc1nnc(Cc3cccs3)n1C)oc1ccccc12	-6	-14	1.0	-2	i
20	CCc1ccc(OCC(=O)NNCC(=O)Nc2ccc(OC)cc2)cc1	2	-2	-1.0	-2	i

cpd	Scp1 inh	STEP inh	Tb MetRS inh	SUMO1-SIM PPI	MsrA inhibitor
11	12	-4	-0.9	4	-0.2
12	-7	0	0.0	1	-0.3
13	-24	2	0.0	0	0.1
14	-8	1	-1.2	-2	0.1
15	-10	-1	-0.4	6	.
16	-3	1	-0.7	0	1.4
17	9	-1	-1.1	7	-0.6
18	-7	0	-0.4	-1	-0.4
19	6	1	-0.5	-1	0.0
20	1	0	-0.5	-4	-0.9

(more compounds)
cpd	structure	CSN inh	DNMT1 inh	LMPTP inh	NadD block	Rpn11 inh
21	CCOc1ccc(C(=O)NC(=S)Nc2cc(C)ccn2)cc1[N+](=O)[O-]	0	4	-0.6	6	i
22	COc1ccc(NS(=O)(=O)c2cc(NC(=O)CCSc3ccccc3)ccc2OC)cc1	0	-4	2.8	-12	i
23	CCC(Oc1ccc(Br)cc1)C(=O)N1CCN(c2ncccn2)CC1 (centres undefined)	-1	2	-0.4	-3	i
24	Cc1cccnc1NC(=O)CN1C(=O)NC(C)(c2ccc3ccccc3c2)C1=O (centres undefined)	-6	0	0.2	1	i
25	O=C(/C=C/c1ccco1)NC(=S)Nc1ccccc1N1CCOCC1	4	-6	1.8	-2	i
26	CCOC(=O)N1CCN(C(c2cccc(OC)c2)c2sc3nc(C)nn3c2O)CC1 (centres undefined)	-2	-3	0.6	1	i
27	CCOc1ccc(CCN2C(=S)N([C@@H](CC(C)C)CN3CCCC3CN3C(=S)NC[C@@H]3Cc3ccc(O)cc3)C[C@@H]2Cc2ccc(O)cc2)cc1 (some centres undefined)	1	-31	4.3	37*	i
28	CN(C)C(C)(C)C#CC(O)(c1ccccc1)c1ccccc1	-3	1	-1.2	-6	i
29	O=C(Cc1ccc(Cl)cc1)Nc1cccnc1	-1	-2	0.5	3	i
30	CCN1CCN(Cc2ccc(OCc3ccccc3)c(OC)c2)CC1	5	2	-3.2	-1	i

cpd	Scp1 inh	STEP inh	Tb MetRS inh	SUMO1-SIM PPI	MsrA inhibitor
21	-1	2	-0.6	-4	-0.3
22	-12	10	0.4	1	-0.2
23	0	2	-0.9	-4	1.2
24	-5	-1	-0.2	-6	-0.9
25	0	0	-0.9	-11	2.7
26	-4	-1	-0.3	-1	-0.8
27	16	0	-0.4	8	-0.7
28	-1	-2	-0.6	1	0.5
29	-1	-2	-0.2	0	-0.5
30	0	-2	-0.6	-1	0.1

The list goes on:
cpd	structure	CSN inh	DNMT1 inh	LMPTP inh	NadD block	Rpn11 inh
31	Cc1cc([N+](=O)[O-])nn1CCCC(=O)Nc1cc(Cl)ccc1Cl	2	-1	-0.3	0	i
32	Cc1noc(C)c1C(=O)OCC(=O)NCc1ccc(Cl)cc1	2	4	-1.1	-3	i
33	Cc1nn(C)c(C(=O)Nc2cccc(CN3CCOCC3)c2)c1Br	-11	8	-2.2	-5	i
34	COc1ccc(/C=C/c2nc(C)c(-c3ccccc3)c(=O)[nH]2)cc1OC	-4	-1	-0.9	11	i
35	Clc1cc2nc[nH]c2cc1Cl	-2	0	-1.3	10	i
36	CN(C)CCCNC(=S)Nc1ccc(Oc2ccccc2)cc1	2	-3	-1.3	-11	i
37	CCN(c1ccccc1)S(=O)(=O)c1ccc(OC)c(NC(=O)c2ccccc2OC)c1	0	-2	3.1	-6	i
38	CN1CCN(c2ccc(NC(=O)c3ccc4c(c3)[nH]c(=O)n4Cc3ccc(F)cc3)cc2)CC1	2	-4	-5.6	-4	i
39	COc1ccc(NC(=O)c2sc3nc(N4CCOCC4)c4c(c3c2N)CC(C)(C)OC4)cc1	2	5	-1.5	3	i
40	O=C(CN1c2cccc3cccc(c23)S1(=O)=O)Nc1ccccc1	3	-2	1.8	-10	i

cpd	Scp1 inh	STEP inh	Tb MetRS inh	SUMO1-SIM PPI	MsrA inhibitor
31	-20	3	0.7	-7	-0.9
32	-3	5	-0.2	3	-0.7
33	9	-6	-0.9	-2	-1.5
34	-1	-4	-0.3	3	2.5
35	-11	-2	-0.3	-5	-0.5
36	-9	1	0.1	1	-0.8
37	-11	1	-0.2	-2	0.2
38	-6	1	-0.3	0	-1.0
39	-8	4	-0.3	-14	0.0
40	-8	4	-0.1	-2	0.3

Going on with the list.
cpd	structure	CSN inh	DNMT1 inh	LMPTP inh	NadD block	Rpn11 inh
41	Cc1nc(N2CCN(C(=O)c3ccco3)CC2)[nH]c(=O)c1C	4	3	-0.6	-3	i
42	N#Cc1ncc(C(F)(F)F)cc1Oc1cccnc1	-4	1	0.7	-3	i
43	Cc1ccc(-n2c(-c3ccc(Cl)cc3)n[nH]c2=S)c(C)c1	1	2	1.3	8	i
44	NC(=O)CC(NC(=O)Cc1ccc(Cl)cc1)c1ccc(N2CCN(c3ccccn3)CC2)c([N+](=O)[O-])c1 (centres undefined)	-4	-5	0.7	-2	i
45	CC(C)OP(=O)(OC(C)C)C1(O)C(=O)Nc2ccccc21 (centres undefined)	0	0	-0.1	2	i
46	CCCn1c(SC2C(=O)CC(C)(C)CC2=O)nc2c1c(=O)n(C)c(=O)n2C	-4	5	-2.6	0	i
47	Cc1c(N/C=C/C(=O)c2ccc(Cl)cc2)c(=O)n(-c2ccccc2)n1C	5	-1	-2.2	6	i
48	CCOC=C1SC(=S)N(c2ccccc2OC)C1=O	7	3	-0.7	2	i

cpd	Scp1 inh	STEP inh	Tb MetRS inh	SUMO1-SIM PPI	MsrA inhibitor
41	-5	3	0.0	3	1.6
42	3	-2	-1.8	1	-0.4
43	-5	0	-0.1	5	-0.7
44	-2	-2	-0.1	-17	-0.9
45	-1	-5	-0.4	1	0.2
46	4	0	-0.1	8	-0.9
47	-7	1	-0.6	-14	1.6
48	.	-1	0.0	-14	1.6

Compounds as they come. Share with any hit: about 3.9%.
